From PubChem
PKA-R1A act: activators of PKA-R1A holoenzyme, primary screen, biochemical, fluorescence polarization, Cy5-IP20, bovine R1A, mouse PKAc; cAMP-dependent protein kinase type I-alpha regulatory subunit (Bos taurus) + …; PKA-R1A dissociation; scaled: DMSO 0%, 113 µM cGMP 100%; activation, % at 11.4 µM; actives 0.083% (n = 340,000); AID 504707, 2011;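 active = percent activation above the mean of all tested compounds plus 3 SD, cut at about 19% in these data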;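 also: higher means more PKAc released from R1A so a rise in polarization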
Arrestin-AP2 inh: inhibitors of beta-arrestin/AP2 binding, primary screen, biochemical, GPCR trafficking, flow cytometry; beta-arrestin 1 C-terminal peptide binding to AP2 beta2-adaptin appendage (human); FITC-arrestin peptide / GST-AP2 beads; AP2 beta2 appendage carries R879A mutation; inhibition, % at 10 µM; actives 0.31% (n = 340,000); AID 504490, 2011;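 active = inhibition above a set limit, near 3 SD of compounds lacking own fluorescence, cut at about 54% in these data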;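 also: plate controls were DMSO wells for no effect and 5 µM unlabelled arrestin peptide for full effect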
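Material – AP2 appendage R879A on GSH beads · Buffer or medium – PBS with 0.05% Tween 20 and 0.1% BSA · Probe or stimulus – fluorescein-tagged arrestin peptide at 50 nM final · Incubation – compound with beads 12 min RT, then probe 1 h RT · Detection – high-throughput flow cytometry of beads, ex 488, em 535 nm · Evaluation – percent response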
CDK5 p35 inh: inhibitors of human CDK5/p35 kinase, primary screen, biochemical, single concentration; Recombinant CDK5/p35, ADP-Glo luminescence, 60 min; actives 0.01% (n = 330,000); inhibition, % at 10 µM; Cyclin-dependent kinase 5 (Homo sapiens) + Cyclin-dependent kinase 5 activator 1 (Homo …;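 active = highest replicate inhibition of at least 50% and at least 75% of replicates reaching 50%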;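 also: plate controls were DMSO neutral control for no effect and GW8510 at 10 µM for full effect; many of its hits are not listed in these tables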
dFosB act: activators of delta FosB homodimer, primary screen, biochemical, fluorescence polarization, TAMRA-CDK5 oligo, single point; purified delta FosB; percent of positive-control signal above neutral wells; AID 493131, 2011; Protein FosB (Mus musculus), P13346; actives 0.99% (n = 340,000); activation, % at 25 µM;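 active = mean activation above about 17%, with every replicate also reaching it, limit read from the data, passing the limit was not always enough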;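 also: fluorescence polarization rise as delta FosB binds a TAMRA Cdk5 AP-1 oligo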
Mot1-301 SUMO: yeast Mot1-301 growth rescue at high temperature, primary screen, SUMOylation pathway inhibitor project, S. cerevisiae, ATP luminescence, 38.5C. AID 2716, 2010. S. cerevisiae Mot1-301 growth rescue; percent above DMSO median, 100 means doubled. actives 1% (n = 320,000). growth rescue, % at 18.8 µM;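 active = every valid replicate shows activation above 250% relative to neutral control wells; inactive = the rest, any valid replicate at or below 250%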;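 also: OY570 slx delta 5 strain wells were the positive control but not used for scaling; some compounds called inactive have numbers as strong as hits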
SR-BI DiI-HDL act: activators of SR-BI mediated DiI-HDL uptake, primary screen, ldlA[mSR-BI] CHO cells, DiI fluorescence | 3 h; 100 = double the neutral-control signal | actives 0.096% (n = 320,000) | AID 504775, 2011 | activation, % at 12.5 µM;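 active = mean replicate activation of at least 60% and every replicate at or above 60%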;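 also: 0% = median plate neutral-control signal and 100% = twice that signal; values of inactives mirror those of a sister screen read the other way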
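Test system: SR-BI-overexpressing, LDLR-lacking CHO cells. Measured by: DiI fluorescence, bottom read. Medium: Ham's F12 with 0.5% BSA, HEPES 25 mM, pH 7.4. Timing: 3 h uptake period with compound, 37 °C.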
SR-BI DiI inh: inhibitors of SR-BI mediated HDL lipid uptake, primary screen, ldlA[mSR-BI] cells, fluorescence, single point | AID 488896, 2010 | Scavenger receptor class B member 1 (Mus musculus), Q61009 | ldlA[mSR-BI] CHO cells, DiI-HDL uptake fluorescence, 3 h | inhibition, % at 12.5 µM | actives 0.96% (n = 320,000);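 active = mean replicate inhibition of at least 70% and a set share of replicates each scoring 70 or more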;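 also: 0% = median of neutral control wells and 100% = median of positive control wells; values of inactives mirror those of a sister screen read the other way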
PKA-R2B act: activators of PKA-R2B holoenzyme, primary screen, biochemical, fluorescence polarization, Cy5-IP20, human; cAMP-dependent protein kinase catalytic subunit beta (Homo sapiens) + cAMP-dependent …; actives 0.079% (n = 340,000); PKA-R2B holoenzyme dissociation; R2B truncated from residue 108, S112A mutant; 0% DMSO only, 100% 113 µM cGMP; activation, % at 11.4 µM; AID 504700, 2011;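 active = activation above a cutoff set at the mean over all compounds plus 3 SD, cut at about 18% in these data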;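 also: higher means more holoenzyme dissociation and a rise in polarization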
Pemphigus Ab inh: inhibitors of pemphigus antibody binding to DSG3, primary screen, biochemical, bead-based, flow cytometry, scFv-GFP; AID 588358, 2011; DSG3-coupled beads, scFv-anti-DSG3-GFP binding; hits give low values; binding (percent of control), % at 10 µM; actives 0.48% (n = 310,000);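 active = binding more than 3 SD below its plate's average and above zero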;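 also: hits lower antibody fragment binding to DSG3; some compounds called inactive have numbers as strong as hits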
Target sequence (P32926 whole entry, looked up, the tested form may be a part): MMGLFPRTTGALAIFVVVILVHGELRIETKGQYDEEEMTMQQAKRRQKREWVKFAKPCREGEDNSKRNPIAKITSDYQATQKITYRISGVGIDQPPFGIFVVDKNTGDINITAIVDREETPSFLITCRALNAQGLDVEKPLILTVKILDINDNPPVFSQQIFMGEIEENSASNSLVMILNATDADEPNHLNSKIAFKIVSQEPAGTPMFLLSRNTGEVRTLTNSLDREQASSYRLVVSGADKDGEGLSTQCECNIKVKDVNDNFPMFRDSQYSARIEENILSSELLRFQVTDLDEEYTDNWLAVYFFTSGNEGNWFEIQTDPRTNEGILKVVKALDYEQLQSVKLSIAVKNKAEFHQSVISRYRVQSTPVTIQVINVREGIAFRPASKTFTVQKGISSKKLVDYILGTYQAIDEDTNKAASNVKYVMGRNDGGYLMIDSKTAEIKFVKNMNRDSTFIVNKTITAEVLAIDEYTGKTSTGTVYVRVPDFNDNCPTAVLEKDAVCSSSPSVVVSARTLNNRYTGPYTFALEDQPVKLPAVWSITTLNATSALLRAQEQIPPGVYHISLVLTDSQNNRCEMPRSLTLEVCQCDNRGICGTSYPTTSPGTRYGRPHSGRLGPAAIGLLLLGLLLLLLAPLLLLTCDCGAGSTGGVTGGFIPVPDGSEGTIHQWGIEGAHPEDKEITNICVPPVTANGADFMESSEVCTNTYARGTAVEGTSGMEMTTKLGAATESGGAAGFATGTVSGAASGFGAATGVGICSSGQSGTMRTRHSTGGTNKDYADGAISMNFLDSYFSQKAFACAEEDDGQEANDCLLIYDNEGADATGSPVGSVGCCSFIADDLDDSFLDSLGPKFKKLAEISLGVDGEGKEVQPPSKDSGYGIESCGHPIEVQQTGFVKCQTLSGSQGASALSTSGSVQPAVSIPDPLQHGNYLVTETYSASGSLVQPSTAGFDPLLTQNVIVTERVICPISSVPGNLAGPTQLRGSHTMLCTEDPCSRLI
NSD2 inh: NSD2 histone methyltransferase inhibitors, primary screen, biochemical, AlphaScreen, single concentration, set 2. Histone-lysine N-methyltransferase NSD2 (Homo sapiens), O96028. inhibition, % at 12.5 µM. actives 0.54% (n = 310,000). NSD2 peptide methylation, 120 min; in the data active = inhibition above about 50%
MITF TRPM1 HTS: activators of MITF-driven TRPM1 promoter reporter, primary screen, cell-based, SK-MEL-5, luciferase, single point. SK-MEL-5 TRPM1-promoter luciferase, 24 h; % of positive control, neutral wells = 0. activation, % at 12.5 µM. actives 0.75% (n = 300,000). AID 588334, 2011;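 active = mean activation of at least 80% with every replicate also reaching 80%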;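 also: 0% = neutral control wells and 100% = parthenolide positive control wells; values of inactives mirror those of a sister screen read the other way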
Starred values were filed as active, the others as inactive; . = no result given.

SMILES	PKA-R1A act	Arrestin-AP2 inh	CDK5 p35 inh	dFosB act	Mot1-301 SUMO	SR-BI DiI-HDL act	SR-BI DiI inh	PKA-R2B act	Pemphigus Ab inh	NSD2 inh	MITF TRPM1 HTS
CC(=O)Nc1cccc(C(=O)OC(C)C(=O)NC(=O)NC2CCCCC2)c1 (stereo not drawn)	-2	24	1.2	-12	366	3	-3	-4	.	2	-19
Cc1ccc2cc(/C=N/NC(=O)CN3CCCCC3)c(Cl)nc2c1	-4	-16	0.5	-12	734	1	-1	-6	100	-2	18
O=C(CSc1ccccc1)OCC(=O)N1CCN(C(=O)c2ccco2)CC1	-5	20	0.5	0	-17	3	-3	2	85	10	7
O=C(NCc1cccs1)C(=O)NCC(c1ccco1)N1CCN(c2ccccc2)CC1 (stereo not drawn)	-1	1	1.5	-4	7	.	.	-1	97	.	-4
CCOC(=O)COc1ccc(C)cc1-c1ccno1	6	3	-0.2	-1	-9	5	-5	-1	104	-5	.
CCCCCC(=O)N1CCCCC1	-14	2	0.0	8	-3	13	-13	0	96	-1	1
Cc1ccsc1C(C(=O)NC1CCCCC1)N(C(=O)c1csnn1)C1CC1 (stereo not drawn)	-3	-5	0.4	-3	-8	-4	4	-7	98	-1	.
O=[N+]([O-])c1cccc(CNc2ccc3c(c2)CCC3)c1	-4	5	2.2	-4	163	-2	2	-4	107	11	14
CSc1ncc(C(=O)Nc2ccc(C(C)=O)cc2)c(-c2ccccc2)n1	0	29	-0.8	5	-13	-16	16	-2	103	-1	42
CCN(CC)S(=O)(=O)c1ccc(-c2nnc3sc4cccc(C)c4n23)cc1	2	-7	2.4	-1	3	-56	56	-1	112	.	-13
COc1ccc(CNc2ccc(Cl)cc2)cc1Cn1ccnc1	10	32	1.7	2	-1	2	-2	4	105	9	-1
N/C(=N\S(=O)(=O)c1ccc(Cl)s1)c1ccccc1	-3	13	3.5	3	-4	7	-7	-13	102	0	-7
NS(=O)(=O)c1ccc(CCNC(=O)c2ccc3c(c2)N(Cc2ccccc2)CCS3)cc1	-1	8	0.7	-12	-34	.	53	-2	102	3	-8
CC(C)C(=NO)c1ccccc1	1	-16	-0.2	-4	.	8	-8	-5	93	-3	9
CCOC(=O)CSc1nnc(COc2cccc(C)c2)o1	.	-15	0.0	2	-1	-3	3	.	.	-3	7
CCOC(=O)N1N=C(c2ccccc2)CC1(O)C(F)(F)F (stereo not drawn)	-2	5	-1.0	-7	148	21	-21	-10	.	-2	29
CCCN1C(=O)/C(=C/c2cc(C)n(C)c2C)SC1=Nc1ccc(OC)cc1	-8	6	1.0	6	7	-23	23	-5	108	-12	1
CCOc1cc(Cl)c(S(=O)(=O)NCc2ccccn2)cc1Cl	4	0	1.1	3	12	9	-9	-5	97	-1	3
O=C(O)CCc1nn2cc(-c3ccccc3)nc2[nH]c1=O	0	2	-1.6	1	.	12	-12	1	123	-9	0
CC1=C(C(=O)N2CCN(c3cc(C)ccc3C)CC2)C2(CCCCC2)OC1=O	5	-9	2.3	-17	3	17	-17	1	109	.	3

The final two entries of the section above open the next one:
SMILES	PKA-R1A act	Arrestin-AP2 inh	CDK5 p35 inh	dFosB act	Mot1-301 SUMO	SR-BI DiI-HDL act	SR-BI DiI inh	PKA-R2B act	Pemphigus Ab inh	NSD2 inh	MITF TRPM1 HTS
O=C(O)CCc1nn2cc(-c3ccccc3)nc2[nH]c1=O	0	2	-1.6	1	.	12	-12	1	123	-9	0
CC1=C(C(=O)N2CCN(c3cc(C)ccc3C)CC2)C2(CCCCC2)OC1=O	5	-9	2.3	-17	3	17	-17	1	109	.	3
CCn1cc(/C=C(\NC(=O)c2ccc(OC)cc2)C(=O)N2CCOCC2)c2ccccc21	-7	5	0.7	-15	-12	-1	1	-6	.	1	2
CN1CCN(C(=O)c2ccc3ccccc3c2)CC1	2	-2	-0.6	-7	-15	-4	4	5	102	1	26
CCNc1cc(N2CCOCC2)nc(SC)n1	0	5	0.8	-5	19	-2	2	-9	102	4	-7
COc1ccc(N(CC(=O)Nc2ccccc2C(N)=O)S(=O)(=O)c2ccc(C)c([N+](=O)[O-])c2)cc1	-8	-24	0.0	5	-10	-4	4	-2	95	2	31
Cc1nnc(NC(=O)CSc2ncn(-c3ccccc3)n2)s1	2	1	-0.3	5	1	15	-15	3	86	-3	3
O=[N+]([O-])c1ccc(O)c(/C=N/Nc2ncnc3c2cnn3-c2ccccc2)c1	-6	13	0.5	5	-8	-32	32	6	103	5	-6
Cc1ccc(C(=O)NCC(c2ccco2)N2CCOCC2)cc1 (stereo not drawn)	-10	-8	1.9	1	-7	-2	2	-10	98	.	-12
Cc1ccc(-c2nnc3n2N=C(c2ccccc2)CS3)cc1	-1	0	1.7	7	1	-19	19	-2	105	.	21
Cc1c(C(=O)N(Cc2ccccc2)C(C)C)oc2ccc(S(=O)(=O)N3CCOCC3)cc12	-11	0	-1.1	-4	12	36	-36	-2	102	1	-7
CCn1cc(/C=C/c2cc[n+](C)cc2)c2ccccc21	4	-3	-0.7	-1	165	-24	24	-5	273	-1	-30
Cc1cccc(C(=O)N[C@@H]2c3ccccc3C[C@@H]2O)n1	-6	-1	-1.6	5	2	18	-18	-4	93	.	4
Cn1c(=O)c2c(nc(NCc3ccccc3)n2CCCc2ccccc2)n(C)c1=O	-2	5	-0.3	-15	-3	0	0	3	108	15	-2
C/C(=N\NC(=O)c1cccc([N+](=O)[O-])c1)c1cccnc1	3	38	2.0	-2	1	.	.	-7	101	0	-4
CN(C)c1ccc(C=NCCC2(O)CCOC(C)(C)C2)cc1 (stereo not drawn)	8	20	-0.9	10	-11	3	-3	-7	112	-2	.
CN(C(=O)CS(=O)(=O)c1cccc(Cl)c1)c1ccccc1	2	1	-0.3	4	-4	-3	3	2	107	1	-2
Cc1cc(N2CCN(C)CC2)nc2ccc(NC(=S)N3CCN(c4cccc(Cl)c4)CC3)cc12	3	3	1.1	51*	326	0	0	10	100	-2	-8
COc1ccc2c(c1)c(=O)c(C(=O)c1ccccc1)cn2Cc1ccc(C)cc1	-24	-2	-3.5	-15	-22	-16	16	-3	95	.	-19
COc1ccc(CCn2c(N)c(S(=O)(=O)c3cccs3)c3nc4ccccc4nc32)cc1OC	1	22	3.7	-21	-10	8	-8	5	101	-10	4
O=C(Nc1ccc(-c2csc(Nc3cccc(C(F)(F)F)c3)n2)cc1)c1cc([N+](=O)[O-])cc(C(F)(F)F)c1	3	-8	-0.7	-5	8	-92	92*	3	103	.	18
CCOc1ccccc1C(=O)NCC(=O)NCc1ccc(S(=O)(=O)N2CCOCC2)cc1	-2	-2	-0.6	-2	4	-2	2	-8	97	1	1
N#C/C(=C\c1cn(Cc2ccccc2)c2ccccc12)C(=O)NCc1ccco1	0	1	-0.4	8	6	-28	28	-11	111	-1	21
COc1ccc(-n2c(C)c(C)c3c(NCCCO)ncnc32)cc1	5	-1	1.4	-9	-5	16	-16	5	100	2	32
COc1cc(OC)cc(C(=O)NCC(=O)N2CCN(Cc3ccccc3)CC2)c1	-2	6	0.1	-7	-1	.	-3	-6	105	0	0
Cc1cc(Cl)ccc1OCc1nnc2n1CCCCC2	14	19	-0.8	2	237	-3	3	6	101	-7	-5
COc1ccc(Cl)cc1NC(=O)COC(=O)CNC(=O)c1ccc([N+](=O)[O-])c(C)c1	8	-11	-0.4	0	-27	.	.	-7	98	-2	8
Cc1cc(-c2nnc3n2CCCCC3)c(C)n1-c1ccccc1	0	7	-1.5	-5	-12	-4	4	2	123	3	-7
CCCn1c(=O)c(C(=O)Nc2ccccc2C)c(O)c2ccccc21	-3	-12	-2.3	-2	7	-7	7	0	114	-1	-13
Cc1ccccc1NC(=O)Nc1ccc2c(c1)OCO2	0	-3	-2.5	-2	-1	4	-4	3	101	-2	58
COc1ccc(OC)c(-c2csc(-c3cccs3)n2)c1	-5	-9	0.9	-8	1	-46	46	-2	102	126*	18
Cc1ccc(-c2[nH]c(-c3ccc(C(=O)O)cc3)nc2-c2ccccc2)cc1	-5	5	2.7	-6	13	-10	10	-3	104	8	-3
c1nc(N2CCN(Cc3ccc4c(c3)OCO4)CC2)c2[nH]cnc2n1	3	0	-1.1	-7	-7	1	-1	-7	110	.	.
CC(C)N(C(=O)C(F)(F)F)C(C(=O)NC1CCCCC1)c1ccncc1 (stereo not drawn)	-4	-2	-0.2	-8	84	-2	2	-7	.	-1	5
CCCCN(C(=O)c1ccc(S(=O)(=O)N2CCCC2)cc1)C1CCS(=O)(=O)C1 (stereo not drawn)	4	13	0.5	-2	-18	19	-19	1	101	.	0
CC(OC(=O)c1cc[n+]([O-])cc1)C(=O)Nc1ccc(C(N)=O)cc1 (stereo not drawn)	-7	22	1.3	-2	-1	7	-7	3	99	-2	-1
O=C(CN1C(=O)c2ccccc2C1=O)Nc1ccc(N2CCOCC2)cc1	13	19	-1.1	-4	5	-8	8	-4	99	-1	4
CCOCCCNC(=O)C1CCN(C(=O)Nc2ccc(C)cc2)CC1	-8	2	-2.0	-5	-9	-17	17	0	103	.	.
CCN(CC)S(=O)(=O)c1ccc(N2CCCC2)c(NC(=O)C2=COCCO2)c1	-4	1	-1.2	-19	-3	-2	2	-3	103	1	-6
O=C(Nc1cccc(Cl)c1N1CCCC1)c1ccc([N+](=O)[O-])o1	5	3	1.3	-5	-3	-11	11	-15	98	-1	-22
